STAT1 act: STAT1 signaling activators, primary screen, cell-based, HTS, luciferase reporter; NIH 3T3 STAT1-luciferase reporter, IFN-gamma, luminescence; 100% = IFN-gamma alone, no compound; activation (% of control), % at 5.5 µM; actives 2.6% (n = 200,000); AID 932, 2007;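 active = activation above the screen-wide mean activation plus 3 SD, cut at about 130% in these data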;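 note: raw ratio to IFN-gamma control signal so 100% means no change and 0% no light; values of inactives mirror those of a sister screen read the other way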
Diaph act CS: compounds boosting diaphorase resazurin reduction – biochemical, uHTS, resorufin fluorescence, counter-screen for diaphorase-coupled primary assays, primary screen; AID 1229, 2008; actives 0.005% (n = 190,000); activation factor at 20 µM; Diaphorase/resazurin coupled assay, 16 min; hits give high values; 1 = vehicle wells, 0 = NADH-free wells;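 active = diaphorase activity raised at least twofold by the compound at 20 µM; inactive = activation factor below 2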
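Assay system: bacterial diaphorase enzyme (C. kluyveri) / Input: enzyme 0.07 U/mL final / Medium: 50 mM HEPES pH 7.4 with 4.542 mM MgCl2, 0.005% Tween 20 / Doses: single compound dose of 20 µM, 1% DMSO final / Incubation: 16 min enzyme reaction, ambient temperature / Signal: fluorescence, excitation 544 nm and emission 590 nm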
NF-kB neuron act: activators of NF-kB expression in neurons, primary screen, cell-based, HTS | human neuronal cells, NF-kB reporter expression; hits give high values | fold change at 12.5 µM | actives 1.6% (n = 190,000) | AID 1239, 2008; in the data active = fold change above about 3.3
APP transl inh: inhibitors of APP translation via 5'UTR reporter, primary screen, APP 5'UTR luciferase, SH-SY5Y cells; SH-SY5Y APP 5'UTR-luciferase reporter, luminescence; inhibition, % at 2 µM; actives 0.82% (n = 190,000); AID 1285, 2008;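 active = inhibition above a set limit, derived from the sample mean plus 3 SD, cut at about 45% in these data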; note: values of inactives mirror those of a sister screen read the other way
FLuc inhib CS: firefly luciferase enzyme inhibitors, primary screen, artefact control for luciferase-based inhibitor screens, biochemical, luminescence, ATPLite; inhibition, % at 10 µM; actives 1.5% (n = 200,000); Luciferin 4-monooxygenase (Photinus pyralis), P08659; AID 1006, 2008; 10 min;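 active = inhibition above about 50% when tested at 10 µM, limit read from the data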
Diaph inh CS: diaphorase inhibitors and chemical oxidizers, primary screen, counter-screen for diaphorase-coupled primary assays, biochemical, uHTS, resorufin fluorescence. diaphorase resazurin-to-resorufin fluorescence, NADH, 16 min; bacterial (C. kluyveri) enzyme, not human. inhibition, % at 20 µM. actives 0.69% (n = 190,000). AID 1217, 2008;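 active = primary screen inhibition at 20 µM above a set limit, cut at about 50% in these data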;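 note: plate controls were DMSO with full reaction for no effect and wells lacking NADH for full effect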
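System: Diaphorase enzyme from Clostridium kluyveri | Amount: Enzyme working solution with 0.14 U/mL diaphorase | Benchmarks: No-NADH positive control and DMSO neutral control | Signal: Fluorescence of resorufin formed from resazurin, Ex 544/Em 590 nm | Schedule: 16-min room-temperature incubation before reading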
TLR4-MyD88 BLA: inhibitors of TLR4-MyD88 association in cells, primary screen, cell-based, HeLa CL3-4, BLA complementation, FRET ratio; Toll-like receptor 4 (Homo sapiens) + Myeloid differentiation primary response protein …; HeLa CL3-4 TLR4/MyD88 BLA complementation; inhibition, % at 8.4 µM; actives 0.18% (n = 200,000); AID 861, 2007; in the data active = inhibition above about 25%;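 note: 0% = vehicle and 100% = reference inhibitor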
Target sequence (O00206 whole entry, looked up): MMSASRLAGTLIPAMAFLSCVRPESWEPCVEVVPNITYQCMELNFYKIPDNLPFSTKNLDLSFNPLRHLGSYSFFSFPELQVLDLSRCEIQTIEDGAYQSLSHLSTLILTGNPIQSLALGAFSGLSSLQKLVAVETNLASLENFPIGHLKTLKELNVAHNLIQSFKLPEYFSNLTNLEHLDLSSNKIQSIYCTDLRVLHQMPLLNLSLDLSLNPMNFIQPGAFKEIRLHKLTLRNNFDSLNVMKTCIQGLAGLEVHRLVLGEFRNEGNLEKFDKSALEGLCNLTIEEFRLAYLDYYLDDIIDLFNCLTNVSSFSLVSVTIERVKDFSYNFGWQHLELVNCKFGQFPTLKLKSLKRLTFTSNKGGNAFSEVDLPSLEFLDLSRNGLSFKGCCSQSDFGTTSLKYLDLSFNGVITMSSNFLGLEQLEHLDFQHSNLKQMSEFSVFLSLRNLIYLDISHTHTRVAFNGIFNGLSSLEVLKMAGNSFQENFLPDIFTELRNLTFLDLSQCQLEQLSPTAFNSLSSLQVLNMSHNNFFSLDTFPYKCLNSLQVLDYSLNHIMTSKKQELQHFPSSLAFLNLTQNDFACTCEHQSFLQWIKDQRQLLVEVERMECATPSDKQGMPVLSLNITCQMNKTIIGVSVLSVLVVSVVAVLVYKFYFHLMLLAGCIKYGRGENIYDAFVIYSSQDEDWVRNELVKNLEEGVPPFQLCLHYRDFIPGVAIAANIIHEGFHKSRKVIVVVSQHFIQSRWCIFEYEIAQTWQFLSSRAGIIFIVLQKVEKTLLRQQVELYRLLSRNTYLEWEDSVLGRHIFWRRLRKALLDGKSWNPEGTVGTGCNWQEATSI
Target sequence (Q99836 whole entry, looked up): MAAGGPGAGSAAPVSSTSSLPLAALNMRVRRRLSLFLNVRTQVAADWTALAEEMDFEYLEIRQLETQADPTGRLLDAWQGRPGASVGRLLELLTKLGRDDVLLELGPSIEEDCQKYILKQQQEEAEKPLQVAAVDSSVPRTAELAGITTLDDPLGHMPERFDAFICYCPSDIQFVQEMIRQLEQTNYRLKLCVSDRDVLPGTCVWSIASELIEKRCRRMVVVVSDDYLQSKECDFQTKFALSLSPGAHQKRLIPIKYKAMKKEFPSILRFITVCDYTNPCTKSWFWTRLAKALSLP
APP 5'UTR act: activators of APP 5'UTR luciferase reporter, primary screen, SH-SY5Y cells; SH-SY5Y APP 5'UTR luciferase reporter, luminescence; zero percent = DMSO vehicle wells; activation, % at 2 µM; actives 1% (n = 190,000); AID 1276, 2008;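 active = activation above a set limit, based on mean plus 3 SD of controls, cut at about 140% in these data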; note: values of inactives mirror those of a sister screen read the other way
FLuc act counter: FLuc activators, initial screening, artefact control for FLuc-dependent activation tests, biochemical, ATPlite luminescence; Luciferin 4-monooxygenase (Photinus pyralis), P08659; ATPlite luciferase biochemical, 10 min; 0 = ATP-free wells, 1 = DMSO control; activation factor at 10 µM; 200,000 tested, under 10 active; AID 1027, 2008;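 active = luciferase activation factor, scaled between plate controls, of at least 2 with compound at 10 µM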
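Material: luciferase plus luciferin reagent, cell-free. Medium: PBS buffer for ATP. Also added: ATP substrate, dispensed from a 10.24 µM working solution in PBS. Doses: test compounds dosed from 2 mM stocks in 100% DMSO. Incubation: 10 min post-reagent at room temperature. Technique: light output (luminescence). Read-out basis: luminescence gain marking luciferase activators.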
G6PDH counter: L. mesenteroides G6PDH inhibitors, counter-screen for G6PDH-coupled screening assays, biochemical, Leuconostoc mesenteroides enzyme. glucose-6-phosphate dehydrogenase [Leuconostoc mesenteroides]. Purified L. mesenteroides G6PDH, diaphorase/resazurin coupled fluorescence, 45 min. inhibition, % at 5 µM. actives 0.12% (n = 200,000). AID 1020, 2008; in the data active = inhibition above about 50%
* hit, by the source's call; · = no result given.

Values run as follows: STAT1 act, Diaph act CS, NF-kB neuron act, APP transl inh, FLuc inhib CS, Diaph inh CS, TLR4-MyD88 BLA, APP 5'UTR act, FLuc act counter, G6PDH counter
COc1cc(C=Nc2cccc(C)c2)c(O)c([N+](=O)[O-])c1
    103, 0.8, 1.3, 8, -3, 23, 0, -8, 1, 6
COc1ccc(CCN2CN(S(=O)(=O)c3ccc(OC)cc3)c3nc4ccccc4nc32)cc1
    105, 0.8, 0.48, -6, -5, 17, -14, 6, 1, -3
CCNC(=S)Nc1ccc(Cl)c(C(F)(F)F)c1
    94, 0.9, 1.1, -3, -9, 13, 4, 3, 1.1, 9
CCCn1c(N2CCC(Cc3ccccc3)CC2)nc2c1c(=O)[nH]c(=O)n2C
    96, 0.8, 0.74, -14, -6, 25, -4, 14, 1.1, 8
O=C(Nc1nnc(-c2ccco2)o1)c1ccc([N+](=O)[O-])s1
    102, 1.1, 1, -24, 9, -9, 4, 24, 0.9, 0
Fc1ccccc1CSc1ncnc2sc3c(c12)CCCC3
    105, 0.9, 0.84, ·, -4, 8, 7, ·, 1, 1
CC(C)c1ccccc1NC(=O)c1cccnc1
    106, 0.9, 0.87, 7, -5, 12, 0, -7, 1, 14
Cc1ccc(C(=O)Nc2ncc3c(Cl)cccc3n2)cc1
    122, 1, 1.7, -141, 94*, -3, -5, 141*, 0.1, 6
CCc1ccccc1NC(=S)NN
    103, 0.9, 0.93, 92*, -8, 7, -12, -92, 1.1, 4
Cc1ccc(/C([O-])=C(/C(=S)NCc2ccc3c(c2)OCO3)[n+]2ccc(N(C)C)cc2)c(C)c1
    108, 0.9, 1.1, 1, -9, 12, -14, -1, 1.1, 4
O=C(CSc1nc2ccccc2o1)Nc1ccccc1N1CCOCC1
    96, 0.9, 1.1, -10, -1, 11, 4, 10, 1, -3
COc1ccc(C(C(=O)NCCC(C)C)N(CCN2CCOCC2)C(=O)Cn2nnc3ccccc32)c(OC)c1 (stereo not drawn)
    101, 1.1, 0.93, 2, -3, -10, -4, -2, 1, 1
CCOC(=O)N1CCN(c2ccc(C(=O)CC)cc2F)CC1
    105, 0.8, 1.2, -1, -5, 16, -19, 1, 1, 3
CCOC(=O)c1cnc2ccccc2c1NCCc1ccc(OC)c(OC)c1
    94, 1, 0.67, -8, 0, 4, 2, 8, 1, 4
COc1ccc(NS(=O)(=O)c2cccc(C(=O)N/N=C/c3ccc(O)cc3)c2)cc1
    97, 1, 0.92, 8, -1, 2, -8, -8, 1, 0
CC(C)(CNc1ccc([N+](=O)[O-])cc1C#N)N1CCOCC1
    100, 0.9, 1.2, -3, 3, 8, 1, 3, 1, 10
COc1ccccc1Nc1nnc(SCC2CCCCO2)s1 (stereo not drawn)
    87, 1, 5.2*, -176, 86*, 3, -1, 176*, 0.1, 6
CS(=O)(=O)N1CCC(Oc2ccccc2C(=O)NCCCc2cccnc2)CC1
    90, 0.9, 1, 16, -1, 6, -1, -16, 1, -4
COc1ccc(C(C)=O)cc1COc1ncnc2ccccc12
    100, 0.8, 1.1, 13, 2, 15, 1, -13, 1, 13
CCOc1ccc(N(CC(=O)Nc2cccnc2)S(C)(=O)=O)cc1
    105, 1, 1.1, 9, -7, -1, -2, -9, 1.1, 10

Further results.
Values run as follows: STAT1 act, Diaph act CS, NF-kB neuron act, APP transl inh, FLuc inhib CS, Diaph inh CS, TLR4-MyD88 BLA, APP 5'UTR act, FLuc act counter, G6PDH counter
C/C(CC(=O)Nc1ccc2c(c1)OCO2)=N\NC(=O)C(c1ccccc1)c1ccccc1
    93, 0.8, 1, -25, -3, 20, -1, 25, 1, 11
CS(=O)(=O)NCc1ccc(C(=O)NCc2ccccc2)cc1
    94, 0.9, 1.1, -14, -3, 11, -6, 14, 1, 0
CN(C)c1ccc(C(=S)N2CCNCC2)cc1
    92, 1, 1.1, 6, 0, 3, 13, -6, 1, -3
CC(C)C(=O)Nc1ccccc1C(=O)N/N=C/c1ccc([N+](=O)[O-])cc1
    100, 1, 0.94, -8, 4, -1, 3, 9, 1, 5
COc1ccccc1N1CCN(Cc2nc(N)nc(Nc3ccc(C)c(Cl)c3)n2)CC1
    93, 0.8, 0.47, -11, -8, 22, 10, 11, 1.1, -21
CC(C)C(C(=O)NC1CCCCC1)N(CC1CCCO1)C(=O)CNS(=O)(=O)c1ccc(F)cc1 (stereo not drawn)
    91, 0.9, 1.1, -7, -4, 10, 4, 7, 1, 4
O=C(O)CC(c1cccc([N+](=O)[O-])c1)N1Cc2ccccc2C1=O (stereo not drawn)
    100, 0.9, 1.3, 3, -4, 8, -6, -3, 1, 9
Cc1ccc(NC(=O)c2cccnc2C(=O)Nc2ccc(C)cc2)cc1
    109, 1, 1.1, -20, 1, 3, 12, 21, 1, 0
CC(=O)OCC(=O)Nc1c(C)cccc1C
    102, 1, 1, 2, -5, 5, -21, -2, 1, 4
COc1ccc(-n2c3c(cc(C(=O)Nc4ccc5c(c4)C(=O)NC5=O)c2=O)C(=O)CCC3)cc1
    100, ·, ·, 15, ·, ·, -4, -15, ·, ·
CCc1ccc(NC(=O)CSc2nnc(CC)c(CC)n2)cc1
    92, 0.9, 1.3, 4, 0, 7, 3, -4, 1, 3
Cc1cc(=O)[nH]c(SCCOc2ccc(OC(C)C)cc2)n1
    110, 1, 1.4, 3, 38, 2, 11, ·, 0.6, 8
O=CNCC(=O)NCCc1ccc(Cl)cc1
    95, 0.8, 0.97, -2, -2, 18, -12, 2, 1, 5
C/C(=N/NC(N)=S)c1ccccc1[N+](=O)[O-]
    106, 0.7, 1.1, 1, -8, 31, 2, -1, 1.1, 6
COc1ccc(CCC(=O)N2c3ccccc3CC2C)cc1 (stereo not drawn)
    112, 0.8, 1.3, -13, -4, 15, -1, 13, 1, 2
Cc1cc(C)c2nc(NNC(=O)c3ccc(S(=O)(=O)N4CCc5ccccc5C4)cc3)sc2c1
    112, 0.9, 0.95, 28, -3, 7, 10, -28, 1, 8
O=C1C=C(NNC(=O)c2ccncc2)CC(c2ccccc2)C1 (stereo not drawn)
    101, 0.9, 1.1, 9, -2, 12, -15, -9, 1, 2
CCN(C(=O)COC(=O)/C=C/c1ccccc1[N+](=O)[O-])C1CCS(=O)(=O)C1 (stereo not drawn)
    71, 1, 0.74, -11, -2, -2, 3, 11, 1, 2
CCc1c(C)nc(SCC(=O)Nc2nc(-c3ccc(OC)cc3)cs2)[nH]c1=O
    85, 0.9, 1.1, 15, -4, 5, -2, -15, 1, 6
Cc1nc2c(ccc3nc(NC(=O)C4CC4)sc32)s1
    156*, 0.9, 4.7*, -25, 28, 10, -1, 25, 0.7, 23

3 of the entries above in order of their number in FLuc inhib CS, highest first:
| compound | FLuc inhib CS |
| --- | --- |
| Cc1ccc(C(=O)Nc2ncc3c(Cl)cccc3n2)cc1 | 94* |
| CN(C)c1ccc(C(=S)N2CCNCC2)cc1 | 0 |
| CS(=O)(=O)NCc1ccc(C(=O)NCc2ccccc2)cc1 | -3 |

Next compounds
Values run as follows: STAT1 act, Diaph act CS, NF-kB neuron act, APP transl inh, FLuc inhib CS, Diaph inh CS, TLR4-MyD88 BLA, APP 5'UTR act, FLuc act counter, G6PDH counter
C=CCn1c(SCC(=O)O)nnc1-c1ccc(C(C)(C)C)cc1
    97, 0.8, 1.2, -5, 11, 20, 4, 5, 0.9, 2
CC(=C1C(=O)c2ccccc2C1=O)N1CCC(C(N)=O)(N2CCCCC2)CC1
    91, 0.9, 1.1, -3, -5, 13, -3, 3, 1.1, -5
COc1ccccc1-c1nnc2sc(COc3ccccc3)nn12
    102, 1, 1.2, -41, -7, 2, -15, 75, 1.1, 10
Nc1cc(C(=O)O)ccc1Nc1ccccc1
    112, 1, 1.1, -6, -5, 5, 0, 31, 1, -3
O=C(CSc1ccc2nnc(CCNC(=O)c3ccccc3)n2n1)Nc1ccccc1F
    101, 0.9, 1, -7, -4, 6, 8, 7, 1, 6
Cc1ccc(SCc2cc(=O)[nH]c(/N=C(\N)Nc3ccc(C)c(C)c3)n2)cc1
    90, 1.1, 1.1, -25, -2, -8, -13, 25, 1, 3
CC1(c2ccc(OC(F)F)cc2)NC(=O)N(/N=C/c2c(O)ccc3ccccc23)C1=O (stereo not drawn)
    98, 0.8, 0.93, 11, -8, 19, 4, -11, 1.1, 11
CCn1c(SCc2nc3scc(-c4ccccc4)c3c(=O)[nH]2)nnc1-c1ccc(Cl)cc1
    106, 0.9, 1.2, -7, -6, 10, 5, 7, 1.1, 8
Cn1c(=O)c2c(SCC(=O)N3CCOCC3)nc(C3CCCCC3)nc2n(C)c1=O
    98, 0.7, 0.8, -8, -8, 34, -3, 8, 1.1, 3
COc1ccc(N(C(=O)Cn2nnc(-c3ccccc3F)n2)C(C(=O)NCC2CCCO2)c2ccc(Cl)cc2)cc1 (stereo not drawn)
    99, 0.9, 0.92, -5, -3, 14, -9, 5, 1, 14
Cc1ccc(NC(=O)C2=CCN(S(=O)(=O)c3ccc(F)cc3)CC2)cc1
    94, 0.8, 0.78, -12, -6, 24, 4, 12, 1.1, 9
Cc1ccc(O)c(C(=O)c2cc(C#N)c(=O)n(Cc3ccccc3)c2)c1
    84, 0.8, 0.73, -33, -6, 24, 10, 33, 1.1, -6

Screens deposited in PubChem by several laboratories.
